# GSH bead fluor: compound fluoresces at 488/530 nm on GSH beads | fluorescence (KMESF) at 10 µM | GSH beads flow cytometry, compound fluorescence 488/530 nm; hits give high values | AID 1776 | hit rate 0.25% among 190,000; in the data active = fluorescence above about 89;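 also: glutathione beads carrying GST-tagged Bcl family fusion proteins plus one bare bead set; values are compound well signal with DMSO vehicle wells as background; inactives centre near 16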
# Mcl-1 Bim block: human Bim-Mcl-1 interaction inhibition; Q07820; Bead-based flow cytometry, Bim peptide-Mcl-1 binding; inhibition, % at 10 µM; hit rate 0.1% among 190,000; AID 1009; in the data active = inhibition above about 40%;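 also: 0% = no compound tracer wells and 100% = peptide blocker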
# RGS8-Gao reg: human RGS8-Galphao interaction regulation | P09471 | multiplexed bead flow cytometry, RGS8-Galphao binding; actives lie on both sides | response (percent of control binding), % at 10 µM | hit rate 0.34% among 220,000 | AID 1423; in the data active = response below about 60% or above about 140%; inactive = in between;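 also: Galphao activated as the GDP aluminium fluoride complex binding bead-coupled RGS8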
# Target sequence (P09471 whole entry, looked up): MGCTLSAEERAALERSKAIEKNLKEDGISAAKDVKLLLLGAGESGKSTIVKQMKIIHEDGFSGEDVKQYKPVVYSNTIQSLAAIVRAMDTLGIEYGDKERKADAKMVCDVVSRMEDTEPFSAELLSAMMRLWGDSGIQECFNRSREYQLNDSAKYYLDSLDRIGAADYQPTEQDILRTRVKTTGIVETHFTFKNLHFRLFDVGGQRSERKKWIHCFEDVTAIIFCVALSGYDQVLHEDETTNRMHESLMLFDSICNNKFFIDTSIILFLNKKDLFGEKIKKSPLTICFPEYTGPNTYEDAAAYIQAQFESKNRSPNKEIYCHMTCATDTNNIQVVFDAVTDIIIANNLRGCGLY
# ABCB1 block: inhibitors of human ABCB1 transporter, ABCG2 counter-screen; hit rate 0.067% among 190,000; CCRF-Adr cells, JC-1 efflux, flow cytometry; P08183; inhibition, % at 6.6 µM; in the data active = inhibition above about 40%;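 also: 0% = vehicle and 100% = reference inhibitor; higher value means more JC-1 retained so stronger ABCB1 efflux block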
# Pf gametocyte: kills late stage P. falciparum gametocytes; P. falciparum stage V gametocytes, ATP luminescence, 24 h; hit rate 0.065% among 150,000; inhibition, % at 10.9 µM;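 active = inhibition above the mean plus 3 SD of compounds within the control limits, set per campaign, cut at about 38% in these data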;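 also: 0% = DMSO wells and 100% = medium only without gametocytes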
# Mcl1-Noxa inh: Mcl-1/Noxa interaction inhibition. Q07820. AID 1022. hit rate 1.5% among 220,000. TR-FRET Mcl-1/Noxa peptide binding, 2 h. inhibition, % at 21.7 µM;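 active = compounds that cut the protein-peptide binding signal by more than 50% relative to plate controls in a single-dose test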;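 also: His-tagged Mcl-1 with rhodamine Noxa BH3 peptide and terbium anti-His antibody; 0% = Mcl-1 plus Noxa peptide wells and 100% = peptide-only wells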
# Mcl1 Bid PPI: disrupts binding of human Mcl-1 to Bid peptide; Q07820; hit rate 0.97% among 220,000; inhibition, % at 21.7 µM; TR-FRET Mcl-1/Bid-Dy647 peptide binding, 1536-well;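 active = compounds that cut the binding signal by more than half at the single screening dose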;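 also: His-tagged Mcl-1 with europium anti-His antibody binding Bid BH3 peptide; 0% = Mcl-1 plus peptide wells and 100% = peptide-only wells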
# ABCG2 block: human ABCG2 inhibition, ABCB1 as counter-screen | Q9UNQ0 | IgMXP3 cells, JC-1 efflux, flow cytometry | inhibition, % at 6.6 µM | hit rate 0.1% among 190,000 | AID 1325;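 active = inhibition above 80%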;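 also: 0% = DMSO and 100% = nicardipine control wells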
# Target sequence (Q9UNQ0 whole entry, looked up): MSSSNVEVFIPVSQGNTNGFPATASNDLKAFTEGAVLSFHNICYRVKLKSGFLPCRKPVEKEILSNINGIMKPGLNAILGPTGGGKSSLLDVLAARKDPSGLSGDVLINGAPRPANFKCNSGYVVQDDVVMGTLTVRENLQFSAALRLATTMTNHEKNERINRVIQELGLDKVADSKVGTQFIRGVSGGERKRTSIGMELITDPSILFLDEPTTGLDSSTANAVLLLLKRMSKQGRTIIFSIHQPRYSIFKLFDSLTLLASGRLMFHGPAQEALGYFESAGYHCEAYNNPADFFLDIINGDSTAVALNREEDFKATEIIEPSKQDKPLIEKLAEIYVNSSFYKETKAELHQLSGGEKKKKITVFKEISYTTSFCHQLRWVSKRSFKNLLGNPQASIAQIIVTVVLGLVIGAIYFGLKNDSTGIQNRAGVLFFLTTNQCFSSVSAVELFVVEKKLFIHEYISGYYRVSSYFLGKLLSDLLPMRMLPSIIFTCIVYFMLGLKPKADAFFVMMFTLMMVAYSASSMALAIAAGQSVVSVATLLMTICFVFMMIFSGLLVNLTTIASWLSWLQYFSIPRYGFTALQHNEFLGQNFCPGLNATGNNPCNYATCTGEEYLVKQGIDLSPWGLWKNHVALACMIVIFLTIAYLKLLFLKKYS
#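 Measure – % inhibition of efflux relative to nicardipine and DMSO · Test system – ABCG2 IgMXP3 and barcoded ABCB1 CCRF-Adr cell mix · Control set – nicardipine as high control, DMSO as low control · Compound – one concentration, 6.6 µM final · Signal – flow cytometry of retained JC-1 fluorescence · Timing – 10 min exposure at 25 °C with rotation, no wash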
# RGS4-Gao reg: human RGS4-Galphao interaction regulation; P09471; binding response (% of control), % at 10 µM; Multiplexed bead flow cytometry, RGS4-Galphao binding; actives lie on both sides; hit rate 0.33% among 220,000; in the data active = binding response below about 49% or above about 150%; inactive = in between;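 also: fluorescent Galphao activated with aluminum fluoride binding bead-coupled RGS4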
# Avidin fluor: compound fluoresces at 488/530 nm on avidin beads. AID 1775. hit rate 0.38% among 220,000. fluorescence (KMESF) at 10 µM. compound fluorescence 488/530 nm, flow cytometry; hits give high values; in the data active = fluorescence above about 47; also: inactives centre near 10
# RGS7-Gao: regulators of human RGS7-Galphao interaction. P09471. Multiplexed bead flow cytometry, RGS7-Galphao binding; actives lie on both sides. hit rate 0.35% among 220,000. binding response (% of control), % at 10 µM; in the data active = binding response below about 49% or above about 150%; inconclusive = no clear call, values can overlap the other calls; inactive = in between;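 also: fluorescent Galphao held in activated GDP-AlF4 state binding bead-coupled RGS7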
# * marks the source's active call; other numbers are inactive results; u = inconclusive; x = not tested or not shown.
molecule	Mcl-1 Bim block	RGS8-Gao reg	GSH bead fluor	Pf gametocyte	Mcl1-Noxa inh	Mcl1 Bid PPI	Avidin fluor	RGS4-Gao reg	ABCG2 block	RGS7-Gao	ABCB1 block
Cc1noc(C)c1COc1cccc(C(=O)Oc2ccc3c(c2)OCO3)c1	-3	98	23	x	8	-21	10	100	2	97	-0.1
CCCOc1ccc(/C=N/Nc2ccccn2)cc1OC	0	104	21	-1	17	-17	10	103	0	100	-0.1
COC(=O)N/N=C/c1c(C)cc(C)cc1C	-3	103	8	x	2	-8	3	101	2	100	0.1
CCCC(CCC(=O)Nc1nccs1)C(=O)O (centres undefined)	0	99	11	x	3	-12	20	97	0	98	0.0
CC(=O)c1cn(CC(=O)Nc2ccc(C)cc2)c2ccccc12	-1	97	25	x	-10	0	38	94	2	98	0.6
CC1CN(c2oc(Cc3cccc4ccccc34)nc2C#N)CC(C)O1 (centres undefined)	-1	100	23	x	9	-18	15	102	4	102	1.5
CCCCCCn1c(=O)c(Cc2ccccc2)c(O)c2ccccc21	-4	96	19	x	13	-14	8	95	1	95	-0.3
COC(=O)c1cccc(Cn2c(Cl)c(/C=N/NC(=O)c3ccccc3Cl)sc2=O)c1	-3	98	26	-5	10	1	36	95	3	98	0.5
Cc1ccc(CSc2nn3c(=O)c(C)nnc3s2)cc1	-3	101	20	x	17	19	13	99	2	100	0.6
N#Cc1ccc(C(c2nnnn2CCc2ccccc2)N2CCCCCC2)cc1 (centres undefined)	3	100	10	x	-17	-25	15	101	2	101	0.8
COc1ccc2nc3oc(C(=O)Nc4ccc(OC)c(OC)c4)cc3cc2c1	1	102	31	x	22	24	15	100	-4	101	-0.5
Cc1ncc([N+](=O)[O-])n1CCOC(=O)C12CC3CC(CC(C3)C1)C2	-1	103	11	10	2	-8	10	102	3	93	-0.5
CC(=O)c1cccc(N=C2NC(=O)C(CO)(CO)S2)c1	1	106	38	x	13	4	5	103	0	108	0.1
O=C(O)CSc1nnc(C2COc3ccccc3O2)n1-c1ccccc1 (centres undefined)	-2	98	27	7	0	-2	11	101	4	99	0.9
Cc1cc(C)c2nc(-c3ccccn3)cc(C(=O)NCc3cc(C)n(C)n3)c2c1	-1	96	18	-4	19	-28	8	96	16	u	1.5
Cc1ccc(NCC(=O)c2ccccc2)cc1Cl	11	102	27	x	-14	4	9	104	2	105	-0.4
Cc1ccccc1CN(C)CC(=O)Nc1ccccc1Oc1ccccc1	-23	103	18	-1	36	36	3	101	6	101	0.8
O=C(CCN1CCc2ccccc2CC1)c1ccc2c(c1)OCCO2	0	98	34	-18	34	1	13	104	2	103	0.8
O=C(O)c1ccc(-n2[nH]c3c(c2=O)CCCC3)cc1	0	101	16	3	9	-71	7	100	0	95	0.3
CCOC(=O)c1c(-c2ccc(OC)cc2)cn2ccccc12	-3	101	12	-10	25	-35	9	99	32	101	5.4
CCOC(=O)C1=C(C)N(C)C(=S)NC1c1cc(OC)ccc1OC (centres undefined)	0	103	14	4	-7	-52	7	103	2	99	-1.6
CCCS(=O)(=O)c1c(S(=O)(=O)CCC)c2cnccn2c1C(=O)c1ccc(OC)cc1	x	101	x	21	3	-13	9	98	x	u	x
CCOC(=O)C1CCN(S(=O)(=O)c2cc(Br)cc3c2N(C(C)=O)C(C)C3)CC1 (centres undefined)	-1	103	39	-25	6	-12	11	99	2	94	0.5
O=c1[nH]c2ccc(NC(=S)Nc3ccc(F)cc3)cc2[nH]1	x	106	x	1	13	-36	7	107	x	u	x
Cc1ccc(Nc2nc(N)c([N+](=O)[O-])c(N3CCOCC3)n2)cc1C	-24	99	19	-13	-29	-34	5	103	60	105	2.5
O=C(COC(=O)/C=C/C(=O)OCC(=O)Nc1ccccc1F)Nc1ccccc1F	x	102	x	-14	16	1	6	110	x	u	x
CC1(C)Nc2ccccc2C(=O)N1NC(=O)c1ccccc1	2	102	20	-22	17	-22	11	106	4	107	-0.3
Cn1c(SCC(=O)N2CCN(c3cccc(Cl)c3)CC2)nnc1-c1ccncc1	-7	99	37	x	-14	-9	14	99	-1	100	-0.5
Cc1cccc(-n2c(-c3cccc([N+](=O)[O-])c3)nc3nc4ccccc4nc32)c1	-5	102	10	x	9	2	11	101	34	103	2.8
O=C(NCc1ccncc1)C1CCCCC1	-1	101	56	x	-9	-2	9	98	-1	98	0.1
CC(C)CNC(=O)C1CCN(c2ccc(S(=O)(=O)N3CCOCC3)cc2[N+](=O)[O-])CC1	x	100	x	7	1	-23	9	100	x	u	x
COc1cnc(-c2ccccc2)nc1Oc1ccc(C(C)(C)C)cc1	0	99	43	18	-20	-18	6	94	4	93	-0.1
CCCN(CC1CC1)S(=O)(=O)c1ccc(-n2cnnn2)c(OC)c1	-1	96	38	10	-5	-9	7	96	1	95	0.3
CN1C(=O)c2ccc(S(=O)(=O)c3ccc(C(=O)O)cc3)cc2C1=O	-2	99	15	-18	35	10	31	97	8	96	0.3
CCOC(=O)c1c(N)n[nH]c1-c1ccccc1	0	101	16	x	17	-1	9	99	5	102	1.2
O=C(NC1CCN(Cc2ccccc2)CC1)C12CC3CC(CC(C3)C1)C2	-3	x	18	5	13	6	x	x	0	x	0.1
COc1ccc(OC)c2c1nc1n2CCS1	-4	99	9	x	11	-27	13	100	0	101	0.0
Cc1c(NC(=O)c2cnn3cccnc23)c(=O)n(-c2ccccc2)n1C	0	101	21	x	-2	-7	16	98	2	100	0.4
COc1ccc(S(=O)(=O)N2CCC(C(=O)Nc3c(F)cccc3F)CC2)cc1	-1	108	27	x	9	6	7	103	2	104	0.3
CCCC(=O)N1CCN(c2ccc(NC(=O)c3ccc([N+](=O)[O-])o3)cc2Cl)CC1	4	106	10	11	17	-26	6	106	0	110	0.8
Cc1c(Cl)c([N+](=O)[O-])nn1CC(=O)NCc1cccs1	-5	102	10	2	16	-11	16	104	9	103	0.6
CC1CCN(C(=O)C2Cc3ccccc3CN2S(=O)(=O)c2ccc(F)cc2)CC1 (centres undefined)	-3	101	63	x	-3	-9	8	105	2	101	1.2
CC(=O)Nc1nc(-c2ccc3c(c2)OCO3)cs1	x	98	x	-3	-1	-47	11	101	x	u	x
O=C(NC1CCCC1)c1ccc(CSCc2ccccc2F)o1	0	98	28	x	-5	-8	7	95	2	96	0.2
O=C(Oc1c(CN2CCOCC2)cc(Cl)c2cccnc12)c1ccccc1	-3	99	18	-5	-19	-48	4	99	8	96	0.6
Cc1cc(C)n2nc(C(=O)OCC(=O)c3c[nH]c4ccccc34)nc2n1	2	99	14	11	24	4	11	97	1	92	-0.2
Cc1ccc(-n2c(-c3nn(C)cc3Cl)n[nH]c2=S)cc1	-9	97	8	-12	18	-57	7	96	1	104	0.3
C=COCCNC(=S)Nc1cccc(Cl)c1	0	104	11	8	12	-50	22	104	0	102	-0.3
COc1c(OC2OC(C(=O)O)C(O)C(O)C2O)cc(O)c2c(=O)cc(-c3ccccc3)oc12 (centres undefined)	0	100	17	-8	26	5	10	98	3	99	-0.1
C=CCn1c(SCC(=O)Nc2ncc(Cc3cc(C(F)(F)F)ccc3Cl)s2)nnc1-c1ccncc1	0	103	11	-10	-61	38	24	106	3	102	0.8

# Retrieved by compound from above, two records:
molecule	Mcl-1 Bim block	RGS8-Gao reg	GSH bead fluor	Pf gametocyte	Mcl1-Noxa inh	Mcl1 Bid PPI	Avidin fluor	RGS4-Gao reg	ABCG2 block	RGS7-Gao	ABCB1 block
C=COCCNC(=S)Nc1cccc(Cl)c1	0	104	11	8	12	-50	22	104	0	102	-0.3
Cc1ccc(-n2c(-c3nn(C)cc3Cl)n[nH]c2=S)cc1	-9	97	8	-12	18	-57	7	96	1	104	0.3

# (cont.)
molecule	Mcl-1 Bim block	RGS8-Gao reg	GSH bead fluor	Pf gametocyte	Mcl1-Noxa inh	Mcl1 Bid PPI	Avidin fluor	RGS4-Gao reg	ABCG2 block	RGS7-Gao	ABCB1 block
Cc1csc(C(=O)O)c1-n1cccc1	-6	100	51	x	13	15	6	99	1	104	0.7
CCOc1ccc(-c2cc(CCCC(=O)N3CCN(c4ccc(OC)cc4)CC3)no2)cc1	1	102	19	x	11	-25	7	100	-1	103	-2.5
COCCN1C(=O)c2ccccc2C(C(=O)N2CCN(c3ccccc3)CC2)C1c1ccc(F)cc1 (centres undefined)	-1	99	37	-27	22	-20	8	104	-1	104	-0.2
Clc1cccc(N=C2NN=C(c3ccc4c(c3)OCCO4)CS2)c1	-5	96	24	x	16	-19	28	99	-1	105	-1.0
CN(C)S(=O)(=O)c1ccc2c(c1)c(=O)c(C(=O)NCCCN1CCCCCC1)cn2C	-1	104	12	x	16	4	7	102	2	106	0.4
COc1ccc2[nH]c(CN3CCN(C(C)C)C(CCO)C3)c(C)c2c1 (centres undefined)	-2	101	10	-16	22	-9	10	100	6	104	-1.2
CC1(C)CC2CC(C)(CN2c2ncnc3ccc(Br)cc23)C1 (centres undefined)	-2	105	20	x	9	22	5	106	1	103	1.9
O=C(COC(=O)C1=COCCO1)Nc1ccccc1	1	101	22	2	9	-28	4	99	3	98	0.7
CCOCC(=O)Nc1nnc(C2CCCCC2)s1	-7	101	23	x	19	19	16	103	0	99	-0.1
O=C(O)c1cccc(NC(=O)c2ccc3c(c2)C(=O)N(CC2CCCO2)C3=O)c1 (centres undefined)	0	101	47	7	10	-21	6	101	1	100	0.3
CCCCC(CC)CNC(=O)c1ccc2c(c1)OCO2 (centres undefined)	0	99	28	x	-4	6	4	95	-2	95	-2.9
CCN(CC)C(=O)CC(c1ccccc1)c1ccco1 (centres undefined)	-1	101	16	-4	-2	-9	9	98	3	99	1.1
O=C(O)C1C2C=CC(C2)C1C(=O)NCc1ccc2c(c1)OCO2 (centres undefined)	-3	102	15	-9	10	-7	34	99	1	106	0.6
Cc1ccc2nc(-c3cccnc3)c(NC3CCCCC3)n2c1	1	121	4	-13	15	-62	13	114	0	117	0.7
Cc1cccc(C)c1NC(=O)c1cccc2c1-c1ccccc1C2=O	-2	98	13	6	-17	2	3	103	4	98	0.3
O=C(CSc1n[nH]c(=O)[nH]c1=O)Nc1ccccc1C(=O)c1ccccc1	x	103	x	0	11	23	6	105	x	x	x
Cc1ccc(C(=O)NNC(=O)C2CCN(c3nc(C)cc(C)n3)CC2)cc1	-3	100	11	-8	3	-3	10	101	1	101	0.4
O=C(c1ccc(COc2c(F)c(F)c(F)c(F)c2F)o1)N1CCOCC1	-5	100	31	x	x	-12	10	101	1	99	0.0
COc1ccc(OC)c(NC(=S)NCCN2CCOCC2)c1	-6	97	10	11	5	-46	1	98	5	96	0.3

# Screens (PubChem BioAssay)
